Bioassay records: PubChem BioAssay, PCMD
FXIa single inh: blocks human coagulation factor XIa activity | 0.3% of 33,000 active | AID 687 | purified human FXIa, fluorogenic AMC substrate cleavage | P03951 | inhibition, % at 10 µM;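 active means inhibition above 40% in the primary screen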;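 further: 0% = enzyme without compound and 100% = blank wells lacking enzyme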
FXIIa single: inhibitors of human coagulation factor XIIa. inhibition, % at 10 µM. AID 701. P00748. purified human FXIIa, AMC substrate fluorescence, 2 h. 0.2% of 33,000 active; in the data active means inhibition above about 30%;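 further: 0% = enzyme with vehicle only and 100% = no enzyme blank; many of its hits are not listed in these tables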
Target sequence (P00748 20-372 limits assumed): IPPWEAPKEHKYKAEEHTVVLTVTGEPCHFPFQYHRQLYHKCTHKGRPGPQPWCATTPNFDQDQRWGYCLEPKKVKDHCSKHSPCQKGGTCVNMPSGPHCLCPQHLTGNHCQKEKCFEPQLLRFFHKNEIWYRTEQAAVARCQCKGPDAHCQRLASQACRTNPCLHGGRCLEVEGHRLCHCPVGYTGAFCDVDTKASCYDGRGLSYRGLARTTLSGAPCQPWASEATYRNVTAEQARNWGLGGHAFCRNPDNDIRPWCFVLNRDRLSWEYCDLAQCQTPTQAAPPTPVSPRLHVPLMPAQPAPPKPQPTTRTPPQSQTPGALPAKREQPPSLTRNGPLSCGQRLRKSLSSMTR
Target sequence (P00748 373-615 limits assumed): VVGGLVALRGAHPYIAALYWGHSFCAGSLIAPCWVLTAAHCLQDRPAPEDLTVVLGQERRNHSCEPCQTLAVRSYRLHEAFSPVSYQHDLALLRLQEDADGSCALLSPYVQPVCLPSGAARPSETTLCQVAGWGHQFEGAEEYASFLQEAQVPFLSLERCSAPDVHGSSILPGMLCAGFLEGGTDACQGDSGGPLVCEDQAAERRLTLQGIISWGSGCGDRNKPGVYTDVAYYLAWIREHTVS
The depositor's hits bear a star.

SMILES	FXIa single inh	FXIIa single
CCCCOP(=O)(CN1CCOCC1)OCCCC	7	8
COc1ccccc1/C=N/N=C(/N)N[N+](=O)[O-]	-4	10
Cc1nn(C)c(C)c1/C=C1/CC2C3CC=C4CC(O)CCC4(C)C3CCC2(C)C1=O (stereo not drawn)	-4	9
COc1cc(C2SCC(=O)Nc3c2c(C)nn3-c2ccccc2)cc(OC)c1OC (stereo not drawn)	1	6
CN1CCN(c2ccc(C(N)=O)cc2N)CC1	1	8
O=c1cc(C(F)(F)F)c2cc3c4c(c2o1)CCCN4CCC3	0	21
CCCOP(=O)(O)c1c([N+](=O)[O-])cc(C(F)(F)F)cc1[N+](=O)[O-] (tested in a mixture with another compound)	-7	7
CC(=NCCC1=CCCCC1)c1c(O)[nH]c(=O)[nH]c1=O	0	8
Cc1ccc2cccc(OC(=O)N3CCCC3)c2n1	-1	10
CC(Cc1ccccc1)NC(=O)NC(C)Cc1ccccc1 (stereo not drawn)	5	8
COc1ccc(-n2c(O)c(C=NCCCn3ccnc3)c(=O)[nH]c2=O)cc1	-1	4
CCN(CC)c1ccc(CN2CC=C(c3ccc(F)cc3)CC2)cc1	-1	-1
Cc1ccc2nc(-c3ccncc3)cc(C(=O)N3CCC4(CC3)OCCO4)c2c1	0	3
CCOC(=O)c1c(N)n(CCCOC(=O)c2ccco2)c2nc3ccccc3nc12	0	-21
CCOC(=O)C(O)(c1ccc(NC(=O)c2ccco2)c(OC)c1)C(F)(F)F (stereo not drawn)	-2	5
Cc1nn(-c2ccccc2)c(Cl)c1C1C(C#N)=C(N)Oc2c1c(=O)oc1ccccc21 (stereo not drawn)	-4	23
CC12CN3CN(C1)CC(c1ccccc1)(C3)C2=O	4	-14
COP(=O)(CC(=O)O)c1ccccc1 (stereo not drawn)	-7	5
CCC(=O)Nc1ccc(N2CCN(CC)CC2)c(Cl)c1	0	5
CNC(C(=O)c1ccccc1)C(OC(C)C)c1ccc(Cl)cc1 (stereo not drawn)	24	-15
O=C(NCc1cccnc1)NC1CCCCC1	7	5
CNC(=O)Oc1ccc2c(c1)C(=O)c1ccccc1CO2	-11	3
CCOC(=O)C1=C(C)OC(N)=C(C(=O)OCC)C12C(=O)Nc1ccc(Br)cc12 (stereo not drawn)	-2	5
Cc1ccccc1N1C(=O)CC(=O)NC1=O	5	8
O=C1NC(c2cccnc2)Nc2sc3c(c21)CCCC3 (stereo not drawn)	5	3
CN(C)[C@@H]1C(=O)C(C(N)=O)=C(O)[C@@]2(O)C(=O)C3=C(O)c4c(O)cccc4[C@@](C)(O)[C@H]3C[C@@H]12	2	1
CC(=NCC1CCCO1)c1c(O)n(C)c(=O)n(C)c1=O (stereo not drawn)	9	3
ON1C2CCCCC2N(O)C1c1ccccc1 (stereo not drawn)	7	1
CC(=O)OC1C2CCCC1C(N1CCCC1)CC2 (stereo not drawn)	23	-11
COC(=O)C(O)(c1c(C)[nH]c2ccccc12)C(F)(F)F (stereo not drawn)	-16	5
COc1ccc(CCn2c(O)c(C=NC3CC3)c(=O)[nH]c2=O)cc1OC	3	2
CN1CCN(C(=O)OC2c3nccnc3C(=O)N2c2ccc(Cl)cn2)CC1 (stereo not drawn)	7	8
Cn1c(=O)cc(OCCCC(=O)N2CCC3(CC2)OCCO3)c2ccccc21	4	2
CCOC(=O)[C@@]1(C#N)C(c2ccc(Cl)c(Cl)c2)[C@H](C(N)=O)N2C=C(C(C)=O)C=C[C@H]21 (stereo partly drawn)	6	8
CCCCn1c(O)c(C(CC)=NCc2ccco2)c(=O)[nH]c1=O	-7	0
CCC(=O)c1cc(F)c(N2CCN(CC)CC2)cc1C	-4	-2
CCN1/C(=C\C=C\C2=[N+](CC)c3ccccc3C2(C)C)C(C)(C)c2ccccc21	28	-9
Cn1c[n+](C)cc1C(O)c1ccccc1 (stereo not drawn)	6	4
O=P(NS(=O)(=O)c1ccc(Br)cc1)(Oc1ccccc1)Oc1ccccc1	16	4
COc1ccc(OC)c([C@@H](O)[C@H](C)NC(C)(C)C)c1	3	2
c1ccc2cc3cc4ccccc4cc3cc2c1	5	-1
CSCCC(N=Cc1c(O)n(-c2ccc(Br)cc2)c(=O)[nH]c1=O)C(=O)OC(C)(C)C (stereo not drawn)	-10	3
COc1cc(/C=C2\C(=O)NC(=O)N(c3ccccc3)C2=O)cc(OC)c1O	-1	2
OCCN1C2CCC1CC(O)(c1ccc(F)cc1)C2 (stereo not drawn)	3	-2
Cc1cccn2c(=O)c3c(nc12)N1CCc2ccccc2C1C1(C3)C(=O)NC(=O)N(C)C1=O (stereo not drawn)	3	9
COc1ccc(CC(=O)N2CCN(C)CC2)cc1	-8	-11
COc1ccc(CCNCc2ccccn2)cc1OC	2	-19
Cc1cc(OC(=O)c2ccco2)c2c3c(c(=O)oc2c1)CCCC3	3	17
O=C(C1CC(c2ccccc2O)=NO1)N1CCC2(CC1)OCCO2 (stereo not drawn)	27	5
Cn1c2ccccc2c2c(C(=O)N3CCC4(CC3)OCCO4)cn(C3CCCCC3)c(=O)c21	-15	-14

Following part.
SMILES	FXIa single inh	FXIIa single
CC(C)C/C(=N/O)c1c[nH]c2ccccc12	18	-15
O=C(CSC1c2ccccc2-c2ccccc21)N/N=C/c1ccccc1O	10	5
C=Cn1ccnc1P(=S)(c1nccn1C=C)c1nccn1C=C	-2	6
C=CCN1C(=O)C2(C(C(=O)OCC)=C(N)Oc3ccccc32)c2c1c1ccccc1oc2=O (stereo not drawn)	0	7
CCC(CC)N1CCN(C(=O)Cc2ccccc2)CC1	-1	4
C[N+]1(C)[C@@H]2CC(OC(=O)[C@H](CO)c3ccccc3)C[C@H]1[C@@H]1O[C@@H]12 (stereo partly drawn)	5	4
CN(C)CC#CCC(O)(c1ccccc1)C1CCCC1 (stereo not drawn)	15	-5
O=c1[nH]c(=O)n(CCC2=CCCCC2)c(O)c1C=Nc1cccc(F)c1	2	7
CCOC(C(=O)OCCC[N+](C)(CC)CC)(c1ccccc1)c1ccccc1	-7	0
OC(C#CCN1CCOCC1)(c1ccccc1)C1CCCC1 (stereo not drawn)	-1	2
COc1ccc(OC)c(C(O)C(C)N)c1 (stereo not drawn)	1	3
COc1ccc(C2SCC(=O)Nc3c2c(C)nn3C2CCOC(C)(C)C2)cc1 (stereo not drawn)	-3	3
CCc1ccc(N2C(=O)NC(=O)C(Cc3ccc(OC)cc3OC)C2=O)cc1 (stereo not drawn)	1	8
Cn1c(O)c(C=NCc2ccco2)c(=O)n(C)c1=O	-1	2
C=CCn1c(O)c(C=NCCN(C)C)c(=O)[nH]c1=O	2	4
CCN(CC)CCNC(=O)c1c(O)c2ccccc2n(Cc2ccccc2)c1=O	-3	3
O=c1[nH]c(=S)n(Cc2ccco2)c(O)c1C=NCc1cccs1	5	8
O=C(Cc1ccccc1)Oc1cccc(N2C(=O)CCC2=O)c1	4	-13
Cc1cccc(CS(=O)(=O)Cc2ccc(C(=O)N3CCC4(CC3)OCCO4)o2)c1	-2	-10
CC12CN3CC(C)(CN(C1)C3c1cccnc1)C2=O (stereo not drawn)	6	5

Complete entries from above. Screens in order: FXIa single inh	FXIIa single
`COc1ccc(-n2c(O)c(C=NCCCn3ccnc3)c(=O)[nH]c2=O)cc1` is listed as -1	4
`O=C(Cc1ccccc1)Oc1cccc(N2C(=O)CCC2=O)c1` is listed as 4	-13
`CSCCC(N=Cc1c(O)n(-c2ccc(Br)cc2)c(=O)[nH]c1=O)C(=O)OC(C)(C)C` (stereo not drawn) is listed as -10	3

(more compounds)
SMILES	FXIa single inh	FXIIa single
CCCCn1c(O)c(C(C)=NCCCn2ccnc2)c(=O)[nH]c1=O	-4	0
O=C(COc1ccc(Cl)cc1Cl)N1CCN(C/C=C/c2ccccc2)CC1	13	4
CC1=CC(=C2C(=O)NC(=S)NC2=O)C=C(C(F)(F)F)N1C	30	-10
O=C1C2CCN(CC2)C1Cc1ccccc1O (stereo not drawn)	11	3
O=P(O)(O)COc1ccccc1O	1	8
Nc1ccccc1C(=O)c1ccccc1	0	7
O=C(COc1ccc(Cl)cc1)N1CCN(C/C=C/c2ccccc2)CC1	3	4
COc1cccc(-n2c(C)nc3ccccc3c2=O)c1	-2	2
CCCC(C)(COC(N)=O)COC(=O)NC(C)C (stereo not drawn)	-2	5
O=c1cccc2n1CC1CC2CN(c2ncnc3c2cnn3-c2ccccc2)C1 (stereo not drawn)	1	6
CC(C)CNC(=O)c1c(N)n(Cc2ccc3c(c2)OCO3)c2nc3ccccc3nc12	-10	-8
COc1ccc(CCNCc2ccc(F)cc2)cc1OC	1	-4
O=C(CCCN1CCC2(CC1)C(=O)NCN2c1ccccc1)c1ccc(F)cc1	9	2
Oc1ccc(Cl)cc1CN1CCN(Cc2ccccc2)CC1	2	6
O=C1NC(=O)C(C/C=C/c2ccccc2)C(=O)N1	-1	-14
ClCCNc1nc2ccc(Cl)cc2[nH]1	0	4
CC[N+](CC)(CC)CCCOC(=O)C(O)(c1ccccc1)C1CCCCC1 (stereo not drawn)	0	-3
CCN1CCN(CC(=O)c2c(C)n(Cc3ccccc3)c3ccc(OC)cc23)CC1	-6	8
CN1CCC(OC(=O)C2c3ccccc3Oc3ccccc32)CC1	0	2
CC(C)C[C@H](NC(=O)[C@@H]1CCCN1C(=O)[C@@H](N)Cc1ccc(O)cc1)C(=O)NCC(N)=O	8	3
C[C@H]1CCCC(=O)CCC/C=C/c2cc(O)cc(O)c2C(=O)O1	-1	3
O=C(CN1CCN(Cc2cccc(Cl)c2)C1=O)N1CCC2(CC1)OCCO2	6	0
CCOc1ccc2nc(N3CCC(C(=O)N4CCC5(CC4)OCCO5)CC3)sc2c1	31	-13
O=C1CC(N2CCC(n3c(=O)[nH]c4ccccc43)CC2)C(=O)N1Cc1ccccc1 (stereo not drawn)	1	-11
CCCCc1nc2ccccc2c(=O)n1-c1ccc(O)cc1	0	5
Clc1ccccc1CN1CCN(c2ccccc2Cl)CC1	2	23
COC(=O)CN1C(=O)C2(C(C(=O)OC)=C(N)Oc3ccccc32)C2=C1CC(C)(C)CC2=O (stereo not drawn)	-2	6
CC(C)C12CN3CC(C(C)C)(CN(C1)C3c1cccnc1)C2=O (stereo not drawn)	1	3
OC(Cc1ccccc1)(c1ccccc1)C1CN2CCC1CC2 (stereo not drawn)	10	7
CCCCn1c(O)c(C(CC)=NCCN2CCOCC2)c(=O)[nH]c1=O	-16	3

Fetched one by one from the list above (six):
SMILES	FXIa single inh	FXIIa single
OC(Cc1ccccc1)(c1ccccc1)C1CN2CCC1CC2 (stereo not drawn)	10	7
O=C1CC(N2CCC(n3c(=O)[nH]c4ccccc43)CC2)C(=O)N1Cc1ccccc1 (stereo not drawn)	1	-11
O=C(CN1CCN(Cc2cccc(Cl)c2)C1=O)N1CCC2(CC1)OCCO2	6	0
CC(C)C12CN3CC(C(C)C)(CN(C1)C3c1cccnc1)C2=O (stereo not drawn)	1	3
COC(=O)CN1C(=O)C2(C(C(=O)OC)=C(N)Oc3ccccc32)C2=C1CC(C)(C)CC2=O (stereo not drawn)	-2	6
CCCCc1nc2ccccc2c(=O)n1-c1ccc(O)cc1	0	5

A few values from the results shown:
`COc1ccccc1/C=N/N=C(/N)N[N+](=O)[O-]` in FXIIa single shows 10
`ON1C2CCCCC2N(O)C1c1ccccc1` (stereo not drawn) in FXIa single inh shows 7

Other compounds:
SMILES	FXIa single inh	FXIIa single
Cc1cccc(-n2c(C)nc3ccccc3c2=O)n1	4	3
COc1cc(OC)cc(-n2nc(C(=O)N3CCC4(CC3)OCCO4)c3ccccc3c2=O)c1	-6	10
CN(C)C1(c2nnnn2CCOC(=O)Nc2ccc(Cl)cc2)CCCCC1	-1	6
CN1CCN(CCC(C#N)(c2ccccc2)c2ccccc2)CC1	0	5
CCCSP1(=S)NCCCO1 (stereo not drawn)	-7	1
COc1ccc2c(c1)c(C(=O)O)c(C)n2C(C)C	0	2
CCOc1ccc(N=C2SCCCN2C)cc1	0	14
CC(C)N1C(=O)CCC1C(=O)N1CCC2(CC1)OCCO2 (stereo not drawn)	6	7
O=C(CN1CCN(Cc2ccc(Cl)cc2)C1=O)N1CCC2(CC1)OCCO2	9	7
CC(C)N1CCC2(CC1)NC(CO)(CO)CO2	-2	11
COC1=CC(=O)OC(/C=C/c2ccccc2)C1 (stereo not drawn)	2	3
CCC(=NCc1ccco1)c1c(O)n(-c2ccc(C)cc2)c(=O)[nH]c1=O	0	7
C#C[C@]1(O)CC[C@H]2[C@@H]3CCC4=CC(=O)CC[C@]4(C)[C@H]3CC[C@@]21C	4	3
C=CCNC(=O)c1c(N)n(Cc2ccco2)c2nc3ccccc3nc12	-13	-17
Cc1c(C(=O)N2CCC3(CC2)OCCO3)oc2ccccc12	3	11
CCOC(=O)C1=C(N)Oc2ccccc2C12C(=O)N(CC(=O)OC)C(CC(=O)OC)=C2C(=O)OC (stereo not drawn)	0	-3
CCCC/C(=N\O)c1c[nH]c2ccccc12	22	-16
O=C(c1cc2c(s1)CCCC2)N1CCC2(CC1)OCCO2	-1	4
COc1ccc(CC2C(=O)N(c3ccccc3)C(=O)N(c3ccccc3)C2=O)c(OC)c1	-1	5
Clc1ccc(COC(Cn2ccnc2)c2ccc(Cl)cc2Cl)cc1 (stereo not drawn)	4	5
O=C(COc1ccccc1)N1CCN(C2CC3CCC2C3)CC1 (stereo not drawn)	4	8

Only part of the results is shown; count on the stated rates, not on these rows.
